TDP1 block – inhibitors of human tyrosyl-DNA phosphodiesterase TDP1 | actives 0.28% (n = 350,000) | Potency, µM (highest dose often 130 µM), for inactives: at the top dose activity change, negative = inhibition, actives largely listed as inhibitors | recombinant TDP1, AlphaScreen DNA substrate cleavage | AID 485290; note: nearly all actives have a fitted effect of over 40% in size
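Tdp1 1 nM final; 15 min RT w/ cpd; substrate 15 nM, 5 min; beads 10 ug/ml, 10 min; AlphaScreen read. Neg ctrl: no enzyme.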
KAT2A inh – GCN5L2 (KAT2A) acetyltransferase inhibition; Potency, µM (titrated, usually from 58.9 µM), for inactives: at the highest dose activity change, negative = inhibition, usual class: inhibitors; Q92830; AID 504327; actives 0.21% (n = 390,000); GCN5L2 HAT assay, ThioGlo1 CoA-SH fluorescence
Target sequence (Q92830 whole entry, looked up): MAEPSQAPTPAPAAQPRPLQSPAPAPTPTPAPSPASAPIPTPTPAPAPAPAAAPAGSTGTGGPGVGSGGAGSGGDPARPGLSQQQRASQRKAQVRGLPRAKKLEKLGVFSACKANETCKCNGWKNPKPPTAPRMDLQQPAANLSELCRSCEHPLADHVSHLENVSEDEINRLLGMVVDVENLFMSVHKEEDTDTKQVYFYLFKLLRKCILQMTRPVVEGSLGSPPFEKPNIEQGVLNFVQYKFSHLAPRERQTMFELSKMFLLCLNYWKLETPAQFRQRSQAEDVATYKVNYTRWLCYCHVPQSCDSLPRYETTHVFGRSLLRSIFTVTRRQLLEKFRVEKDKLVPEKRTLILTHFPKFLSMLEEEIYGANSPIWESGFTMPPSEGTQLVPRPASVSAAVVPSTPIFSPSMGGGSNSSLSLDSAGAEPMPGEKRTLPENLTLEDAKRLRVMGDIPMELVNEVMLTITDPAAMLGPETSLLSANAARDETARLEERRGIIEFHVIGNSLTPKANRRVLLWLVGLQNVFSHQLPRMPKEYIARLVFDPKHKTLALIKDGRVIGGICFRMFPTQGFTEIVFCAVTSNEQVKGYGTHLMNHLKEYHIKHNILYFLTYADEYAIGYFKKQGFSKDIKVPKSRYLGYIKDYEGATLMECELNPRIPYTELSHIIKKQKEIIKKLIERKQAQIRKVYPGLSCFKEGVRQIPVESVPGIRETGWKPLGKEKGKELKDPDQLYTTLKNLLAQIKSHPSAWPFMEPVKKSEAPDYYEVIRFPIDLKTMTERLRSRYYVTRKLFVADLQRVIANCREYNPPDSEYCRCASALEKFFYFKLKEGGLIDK
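ThioGlo1-coupled HAT assay: 20nM GCN5L2, 70uM acetyl-CoA, 75uM H3(1-25) peptide, pH 7.5. Fluorescence read at 340/540nm at start and after 20 min at room temperature.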
TDP1 cell noCPT – qHTS for Inhibitors of human tyrosyl-DNA phosphodiesterase 1 (TDP1): qHTS in cells in absence of CPT. DT40 Tdp1-/- hTDP1 cells, no CPT, ATP luminescence, 48 h. Potency, µM (doses to about 46.2 µM), without a hit: top-dose activity change, negative = growth inhibition, usual class: inhibitors. actives 15% (n = 420,000); note: nearly all actives have a fitted effect of over 55% in size
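Compound effects on proliferation are scored in DT40 Tdp1-/-;hTDP1 cells in the absence of CPT. ATP levels (CellTiter-Glo luminescence) are recorded after a ≥48 hr, 37 °C incubation.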
The depositor's hits bear a star; ? = inconclusive; nt = not tested or not shown; & = joins results of further samples; [ ] = another dose, or the depositor's remark. Calls come from the whole dose curve; as a rule, active = well fitted curve in the direction sought with a large enough effect; inconclusive = small, poorly fitted or top-dose-only effect, or another doubt; inactive = no such curve, though single readings can be large; an effect the other way counts as inactive or inconclusive. % is set by controls: 0 for no effect and ±100 for the full control effect; potency is the fitted concentration of half-maximal effect. Not all compounds are listed. The share of hits here may be higher or lower than overall.

SMILES	TDP1 block	KAT2A inh	TDP1 cell noCPT
O=C(Nc1ccc2nc(SCC(=O)N3CCCc4ccccc43)sc2c1)c1ccc(F)cc1	3%	-14%	2.9µM*
COc1ccc(-n2nc([N+](=O)[O-])c(=NCc3ccco3)n2O)cc1	-8%	-8%	-24%
CS(=O)(=O)c1ccc(C(=O)N2CCN(C(=O)c3ccco3)CC2)cc1	6%	-3%	12%
O=S(=O)(NCCc1ccccc1)c1ccccc1	4%	-2%	-23%
CCn1c(Cc2cccs2)nnc1SCC(=O)c1ccc(C)cc1	1%	1%	14µM*
CC(=O)NCc1ccc(C(=O)COC(=O)COc2ccccc2)s1	?	-5%	1%
O=[N+]([O-])c1cccc(S(=O)(=O)Nc2nc3ccccc3nc2Nc2cccc(S(=O)(=O)N3CCCCC3)c2)c1	6%	?	?
CCn1c2nc(SCCN3CCOCC3)nnc2c2cc(C)cc(C)c21	nt	-4%	?
CSc1sc(C)cc1C1C(C#N)=C(N)N(c2cccnc2)C2=C1C(=O)CC(C)(C)C2 (centres undefined)	1%	-11%	-12%
CCOC(=O)c1c(CN(C)C)n(-c2ccccc2)c2cc(Br)c(O)cc12	4%	-3%	?
Cc1nc2cc(NS(=O)(=O)c3c(C)c(C)cc(C)c3C)ccc2s1	6%[56.1 µM]	-11%	11µM*
Cn1cnc(S(=O)(=O)N2CCN(C(c3ccccc3)c3ccccc3)CC2)c1	0%	1%	?
COCCCNC(=O)Cn1cc(C(=O)c2cccs2)c2ccccc21	-5%	0%	-8%
CCCCn1nnnc1SCC(=O)Nc1cccc(C)n1	3%	-26%	12%
O=C(O)c1cc(N/N=C/c2cccnc2)ccc1Cl	-1%	-18%	2%
O=C(NC1(C(F)(F)F)NC(=O)N(Cc2cccnc2)C1=O)c1ccc(F)cc1 (centres undefined)	4%	-5%	-21%
CCOc1ccc(CN2C(=O)C(=O)c3cccc(C)c32)cc1OC	-5%	-13%	1.6µM*
O=C(CSc1nc2cc([N+](=O)[O-])ccc2n1-c1ccc(F)cc1)NC1CCS(=O)(=O)C1 (centres undefined)	1%	-2%	-24%
O=C(NCCc1c[nH]c2ccccc12)C(=O)NCC1OCCCN1S(=O)(=O)c1ccc(F)cc1 (centres undefined)	5%	-4%	?
COc1ccc(NC(=O)CN2C(=O)COc3ccccc32)cc1OC	nt	-13%	-15%
CC1CCCCC12NC(=O)N(CC(=O)OCC(=O)c1ccc(OC(F)F)cc1OC(F)F)C2=O (centres undefined)	0%	-1%	-2%
O=S(=O)(CC(c1ccccc1)N1CCCCC1)c1ccc(Cl)cc1 (centres undefined)	2%	-6%	-9%
CCOC(=O)c1[nH]c(C)c(C(=O)OC(C)C(=O)Nc2ncc(Cl)cc2Cl)c1C (centres undefined)	-4%	?	?
Cc1ccc(-c2nn(CCC(=O)Nc3ccc(OC(F)(F)F)cc3)c(=O)c3ccccc23)cc1	5%	-9%	nt
COc1ccc(NC(=S)N2CCC(Cc3ccccc3)CC2)cc1OC	7%[56.1 µM]	?	?

A second format for 7 compounds above:
Sequence of screens – TDP1 block, KAT2A inh, TDP1 cell noCPT
> CC(=O)NCc1ccc(C(=O)COC(=O)COc2ccccc2)s1
 : ?, -5%, 1%
> CC1CCCCC12NC(=O)N(CC(=O)OCC(=O)c1ccc(OC(F)F)cc1OC(F)F)C2=O (centres undefined)
 : 0%, -1%, -2%
> CCCCn1nnnc1SCC(=O)Nc1cccc(C)n1
 : 3%, -26%, 12%
> O=C(NC1(C(F)(F)F)NC(=O)N(Cc2cccnc2)C1=O)c1ccc(F)cc1 (centres undefined)
 : 4%, -5%, -21%
> Cn1cnc(S(=O)(=O)N2CCN(C(c3ccccc3)c3ccccc3)CC2)c1
 : 0%, 1%, ?
> O=C(NCCc1c[nH]c2ccccc12)C(=O)NCC1OCCCN1S(=O)(=O)c1ccc(F)cc1 (centres undefined)
 : 5%, -4%, ?
> COc1ccc(NC(=S)N2CCC(Cc3ccccc3)CC2)cc1OC
 : 7%[56.1 µM], ?, ?

Further entries follow.
SMILES	TDP1 block	KAT2A inh	TDP1 cell noCPT
Cc1nn(-c2ccccc2)c2c1C(c1ccc(F)cc1)C(C#N)=C(N)O2 (centres undefined)	10%	-1%	?
Cc1ccc(-c2cn3nc(-c4ccccc4)c(-c4ccccc4)nc3n2)cc1	nt	-12%	?
CN(C)S(=O)(=O)c1ccc(-n2cccc2)cc1	3%	-3%	-4%
CCOc1ccc(CNc2ccc3c(c2)nc(C)n3C)cc1	7%	2%	?
CCS(=O)(=O)c1ccc2oc(SCC(=O)c3c(N)n(C4CC4)c(=O)[nH]c3=O)nc2c1	1%	-1%	-24%
O=C(CCNC(=O)c1ccccc1Cl)Nc1ccc(Cl)c(C(F)(F)F)c1	3%	-2%	23µM*
Cc1nn2c(C)c(C(=O)NC(C)c3ccccc3)cnc2c1-c1ccc(F)cc1 (centres undefined)	6%	-11%	?
COc1ccccc1/C=N/NC(=O)c1[nH]c(C)c(C(=O)N/N=C/c2ccccc2OC)c1C	-3%	-9%	-1%
COC(=O)C1CCN(c2cc(=O)n(-c3ccc(OC)cc3)c(=O)[nH]2)CC1	0%	-4%	3%
CC(C)[C@H](NC(=O)OCc1ccccc1)C(=O)OCc1cc(=O)oc2cc(O)ccc12	5%[56.1 µM]	?	?
CC(C)N1CCN(Cc2cc3ccccc3[nH]2)CC1CCO (centres undefined)	nt	-5%	-7%
c1ccc2sc(Nc3nc4cc5c(cc4s3)OCO5)nc2c1	6%	2%	?
COc1ccc(Nc2nc3cc(C)ccc3cc2C#N)c(OC)c1	5%	-13%	0.029µM*
Cc1nc2cnc(Oc3cccc(Cl)c3)nc2n(C2CC2)c1=O	nt	-16%	?
NC(=O)c1nsc(C(=O)N(CC(=O)NC2CCCCC2)Cc2ccc(F)cc2)c1N	8%	-7%	-11%
COc1cc2ccccc2cc1C(=O)N/N=C/c1ccc2c(c1)OCO2	5%	?	2.6µM*
Cc1cc2ccccc2n2c(SCC(=O)Nc3cccc(C(F)(F)F)c3)nnc12	nt	-2%	?
CCCCCOc1ccc(Cn2c(=O)oc3ccc(C)cc32)cc1OC	1%	-1%	21µM*
Cc1ccccc1-c1cc(NCc2cccnc2)ncn1	nt	-4%	10%
CC1=C(C(=O)N(C)C)C(c2ccccc2OC(F)F)NC(=O)N1 (centres undefined)	8%	-6%	-14%
Cc1onc(-c2ccccc2)c1CNC(=O)Nc1cccc(Cl)c1	-6%	-2%	?
O=C(c1ccco1)N1CCN(c2ccc([N+](=O)[O-])c(N3CCOCC3)c2)CC1	-3%	-1%	-22%
O=C(c1ccc(F)cc1)N(NC(=O)C(O)(c1ccccc1)c1ccccc1)c1ccccc1	3%	-5%	?
COc1ccccc1CNC(=O)CN(C)CC(=O)Nc1ccc(F)c(F)c1F	1%	-3%	-3%
CCOc1ccc(S(=O)(=O)N(C)c2ccc(OCC(=O)Nc3ccc4[nH]c(=O)[nH]c4c3)cc2)cc1	4%	1%	5%

Full records, quoted from the list:
Cc1cc2ccccc2n2c(SCC(=O)Nc3cccc(C(F)(F)F)c3)nnc12 in the list: TDP1 block = nt; KAT2A inh = -2%; TDP1 cell noCPT = ?
CN(C)S(=O)(=O)c1ccc(-n2cccc2)cc1 in the list: TDP1 block = 3%; KAT2A inh = -3%; TDP1 cell noCPT = -4%
COc1ccccc1/C=N/NC(=O)c1[nH]c(C)c(C(=O)N/N=C/c2ccccc2OC)c1C in the list: TDP1 block = -3%; KAT2A inh = -9%; TDP1 cell noCPT = -1%

Further compounds:
SMILES	TDP1 block	KAT2A inh	TDP1 cell noCPT
CC(C)CNc1nc(NC(C)(C)C)nc(Oc2ccc(=O)n(-c3ccccc3)n2)n1	0%	0%	?
Cc1ccc(S(=O)(=O)NC2(C(F)(F)F)C(=O)Nc3c2c(=O)[nH]c(=O)n3-c2ccccc2)cc1 (centres undefined)	2%&7%	4%&-7%	-9%
COc1ccc(COC(=O)N/C=C/c2ccco2)cc1	0%	-8%	-26%
CCc1cc(C(=O)OCC(=O)N2CCC(c3ccccc3)=N2)sc1C	-5%	-11%	-11%
O=C(CCNC(=O)c1ccc(Cl)cc1)Nc1cccc(S(=O)(=O)N2CCCCCC2)c1	-6%[0.505 µM]	-2%	-22%
Cc1cc(C)c2c(c1)NC(=O)C2(O)c1c[nH]c2ccccc12 (centres undefined)	10%	1%	-2%
COc1cccc(C2C(C#N)=C(N)Oc3cc(C)[nH]c(=O)c32)c1OC (centres undefined)	2%	1%	2%
C/C(=N/NC(=O)c1ccco1)c1cccc(NC(=O)c2ccc(C)o2)c1	5%	0%	-7%
COc1ccc(OCc2nc(C#N)c(NCc3ccccc3Cl)o2)cc1	6%	-12%	?
Cc1ccc2nc(NC(=O)C3CCN(S(=O)(=O)c4cnc[nH]4)CC3)sc2c1	8%	-3%	16µM*
COc1ccc(-c2noc(CCC(=O)N3CCN(c4cccc(Cl)c4)CC3)n2)cc1	0%[56.1 µM]	3%	23µM*
O=C(c1ccc(Br)cc1)C(CN1CCOCC1)c1ccccc1 (centres undefined)	nt	-23%	2.1µM*
COc1ccc(C2=C(C)C(=NCCCN3CCN(c4cc(C)ccc4C)CC3)NS2(=O)=O)cc1	9%	-7%	-103%
COc1ccc(CNC(=O)C2CCCN(S(=O)(=O)c3cccc4nsnc34)C2)cc1 (centres undefined)	3%&0%	-5%&-3%	23µM*
COc1ccc(CN2CC(C(=O)NCCCN3CCCCC3)CC2=O)cc1 (centres undefined)	2%	1%	21%
CC1CCCN(S(=O)(=O)c2ccc3[nH]c4c(c3c2)CCCC4)C1 (centres undefined)	7%	-25%	?
O=C(CSc1n[nH]c(-c2cccnc2)n1)Nc1ccc(Cl)cc1	3%[0.0935 µM]	-3%	-10%
O=C(NCc1ccc(-c2nc3ccccc3s2)cc1)c1ccc(Br)o1	4%	2%	-5%
Cc1ccnc(N2CCCC(C(=O)Nc3cc(F)ccc3C)C2)n1 (centres undefined)	2%	-1%	-13%
C=CCC1C=C(C)CC(CC=C)N1 (centres undefined)	6%	2%	-7%
CCOC(=O)c1noc2ncnc(N3CCC(C)CC3)c12	6%	-5%	-29%

Assay outcomes: PubChem, National Center for Advancing Translational Sciences (NCATS)
